# Source: PubChem
# TDP2 inh: blocks human TDP2 phosphodiesterase activity; inhibition, % at 12.8 µM; recombinant TDP2, T5PNP hydrolysis, p-nitrophenol absorbance 415 nm; 0.34% of 370,000 active; O95551;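 active means inhibition above the mean of all tested compounds plus 3 SD, set per campaign, cut at about 25% in these data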;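 further: 0% = DMSO with enzyme and 100% = buffer with substrate but no TDP2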
# Target sequence (O95551 whole entry, looked up): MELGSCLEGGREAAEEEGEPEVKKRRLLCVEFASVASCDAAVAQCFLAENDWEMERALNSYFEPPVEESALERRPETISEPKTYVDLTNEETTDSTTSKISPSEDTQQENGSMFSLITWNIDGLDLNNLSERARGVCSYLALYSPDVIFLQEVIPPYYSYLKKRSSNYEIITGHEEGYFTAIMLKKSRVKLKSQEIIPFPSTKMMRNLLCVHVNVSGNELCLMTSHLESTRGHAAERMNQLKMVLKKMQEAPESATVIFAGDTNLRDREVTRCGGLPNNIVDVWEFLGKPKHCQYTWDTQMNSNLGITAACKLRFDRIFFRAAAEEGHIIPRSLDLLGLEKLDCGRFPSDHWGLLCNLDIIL
#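 Test system: Human TDP2 enzyme | Reagent: 5 mM T5PNP | Compound dosing: 12.8 µM single point, 1% DMSO | Incubation: Enzyme reaction with compound for 2 h at 37 °C | Technique: p-Nitrophenol epi absorbance | Read-out: % inhibition relative to enzyme-containing and enzyme-free wells | Benchmarks: High control without enzyme, low control DMSO plus TDP2 | Replicates: Singlicate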
# HTRA1 inh: HTRA1 (human) protease inhibition | Q92743 | 0.5% of 340,000 active | inhibition, % at 5.96 µM | recombinant HTRA1, FP-rhodamine activity-based probe, fluorescence polarization; in the data active means inhibition above about 36%;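 further: 0% = enzyme with DMSO and 100% = wells lacking enzyme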
# ABHD4 inh: ABHD4 (mouse) inhibition, primary FP screen; Q8VD66; purified mABHD4, FP-Rh probe fluorescence polarization; inhibition, % at 8.92 µM; 0.54% of 370,000 active;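 active means inhibition exceeding the mean over every tested compound plus 3 SD, cut at about 30% in these data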;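 further: 0% = plate median of compound wells and 100% = S159A mutant with DMSO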
#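 Assay system: wild-type mouse ABHD4 protein; compound: single nominal dose of 8.92 µM, 0.89% DMSO final; schedule: 45 min + 60 min at 25 °C; measured by: FP readout, ex 525 nm / em 598 nm; evaluation: % inhibition of FP-Rh probe binding versus controls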
# TCR CD3 inh: inhibitors of human TCR-CD3 interaction. inhibition, % at 9.4 µM. TAMRA-labeled TCR probe fluorescence, biochemical. 0.37% of 360,000 active; in the data active means inhibition above about 19%;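 further: recombinant mutant TCR 2C K166C tagged with TAMRA read by polarization; 0% = receptor in buffer alone and 100% = receptor with positive control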
# NPR2 activator: GC-B (human) receptor activation | P20594 | HEK293-GC-B cells, CNP EC30, cGMP TR-FRET; 0% at EC30 CNP, 100% saturating CNP | activation, % at 10 µM | 0.11% of 370,000 active;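 active means activation at 10 µM reaching about 35% in either raw or pattern-adjusted values, limit read from the data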
# LEDGF integ inh: blocks HIV-1 LEDGF/p75-dependent DNA integration; TR-FRET IN-LEDGF/p75 DNA integration, Eu/Cy5; inhibition, % at 3.7 µM; 0.64% of 370,000 active;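 active means inhibition above the screen-wide mean plus 3 SD, cut at about 13% in these data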;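 further: signal is the Cy5 over europium emission ratio at 671 and 618 nm; 0% = plate median of compound wells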
# SIAE primary: blocks human sialic acid acetylesterase; Q9HAT2; 0.69% of 370,000 active; SIAE FP-Rh probe binding, fluorescence polarization; inhibition, % at 9.66 µM; AID 1053197;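 active means inhibition above a cutoff: mean of compounds within the control limits plus 3 SD of those, cut at about 17% in these data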;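 further: 0% = plate median of compound wells and 100% = probe without SIAE protein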
# Target sequence (Q9HAT2 whole entry, looked up): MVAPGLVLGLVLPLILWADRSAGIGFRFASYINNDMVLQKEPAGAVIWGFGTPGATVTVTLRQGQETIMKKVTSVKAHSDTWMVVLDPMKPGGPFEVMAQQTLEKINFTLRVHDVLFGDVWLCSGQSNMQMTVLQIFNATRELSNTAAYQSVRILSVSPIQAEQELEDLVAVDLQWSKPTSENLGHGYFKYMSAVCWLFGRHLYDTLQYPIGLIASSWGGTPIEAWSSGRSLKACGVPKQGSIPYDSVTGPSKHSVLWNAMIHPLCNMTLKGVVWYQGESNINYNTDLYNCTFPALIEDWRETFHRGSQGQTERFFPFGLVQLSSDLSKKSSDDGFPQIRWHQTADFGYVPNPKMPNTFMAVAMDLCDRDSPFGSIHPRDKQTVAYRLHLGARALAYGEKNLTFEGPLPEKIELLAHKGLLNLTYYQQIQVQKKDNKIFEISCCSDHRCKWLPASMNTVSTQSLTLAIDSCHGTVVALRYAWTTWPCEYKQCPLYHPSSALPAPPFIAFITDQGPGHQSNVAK
# MBD2 inh: blocks human MBD2 binding to methylated DNA; 0.31% of 370,000 active; TR-FRET, MBD2 binding to methylated oligonucleotide; inhibition, % at 4.4 µM; Q9UBB5; in the data active means inhibition above about 13%
# rCAG binder: r(CAG) repeat RNA binding. 1.3% of 370,000 active. TO-PRO-1 dye displacement fluorescence. inhibition, % at 3 µM. AID 651821;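 active means inhibition above the plate cutoff, the mean of all test compounds on that plate plus 3 SD, cut at about 35% in these data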;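 further: 0% = DMSO alone and 100% = 100 µM mitoxantrone as full dye displacement; higher means more dye released from RNA so lower well fluorescence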
# PRMT1 inh: inhibitors of human PRMT1; 1.3% of 370,000 active; recombinant PRMT1, activity-based probe fluorescence polarization; AID 652257; inhibition, % at 2.79 µM;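 active means inhibition above about 21% made by adding two undisclosed values, limit read from the data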
# Active calls of the source: *; / = no result given.
# A first look:
SMILES,TDP2 inh,HTRA1 inh,ABHD4 inh,TCR CD3 inh,NPR2 activator,LEDGF integ inh,SIAE primary,MBD2 inh,rCAG binder,PRMT1 inh
CSc1n[nH]c(-c2sccc2OCc2ccc(C)cc2)n1,4,-2,-3,-8,12,2,-8,2,-4,1
CN1CCN(c2ccc(NC(=O)c3cc(Cl)c4c(c3)OCCO4)cc2)CC1,7,-5,-1,0,-15,-2,2,-4,-4,-4
O=C(NC(=S)N(CCO)Cc1ccccc1)c1ccc(F)cc1Cl,-2,5,-2,-1,4,-3,10,-6,-2,-1
CCC1(C)Cc2c(sc3nnn(CC(=O)Nc4ccccc4)c(=O)c23)CO1 (stereo unspecified),6,-11,-1,3,-4,-1,5,-1,2,-1
COc1ccc(CC2(CO)COc3ccccc3C2=O)cc1 (stereo unspecified),10,-3,-2,-2,1,3,-6,1,-4,-2
CCc1c(C)sc(NC(=O)C2CC2)c1C(=O)OC(C)C,-7,-1,-7,10,-7,3,1,-7,0,-3
Cc1ccccc1C(=O)N1CCCC(N2CCN(Cc3ccc4c(c3)OCO4)CC2)C1 (stereo unspecified),8,6,-8,9,5,1,-5,-4,-7,2
Cc1ccc(CC(NC(=O)c2ccccc2)C(=O)NC(CC(C)C)C(=O)O)cc1 (stereo unspecified),0,0,3,-1,2,-9,-9,2,7,5
CCN1CCN(C(CNS(=O)(=O)c2ccccc2)c2cccnc2)CC1 (stereo unspecified),-8,4,-3,-10,8,-5,-1,1,1,1
CCc1ccc(NC(=O)C(=O)NCCN2CCN(C(=O)c3ccco3)CC2)cc1,2,-1,-7,2,-1,1,1,-4,4,-5
Cc1nn(C)c(C)c1S(=O)(=O)N(CC(=O)NCc1cccs1)c1ccc(C(C)C)cc1,3,-5,3,4,1,-2,-4,1,0,-1
Cc1n[nH]c(=S)n(/N=C/c2cccs2)c1=O,-10,2,1,-4,0,5,19*,-7,0,-4
Cc1ccc(N=Nc2c(C)[nH]n(-c3ccccc3)c2=O)cc1Br,-5,7,4,6,3,-2,0,3,0,-4
CN1CCN(/C=C2\SC(=S)NC2=O)CC1,-5,3,1,5,-2,0,-9,-4,-1,-2

# Main list, from the start:
SMILES,TDP2 inh,HTRA1 inh,ABHD4 inh,TCR CD3 inh,NPR2 activator,LEDGF integ inh,SIAE primary,MBD2 inh,rCAG binder,PRMT1 inh
CSc1n[nH]c(-c2sccc2OCc2ccc(C)cc2)n1,4,-2,-3,-8,12,2,-8,2,-4,1
CN1CCN(c2ccc(NC(=O)c3cc(Cl)c4c(c3)OCCO4)cc2)CC1,7,-5,-1,0,-15,-2,2,-4,-4,-4
O=C(NC(=S)N(CCO)Cc1ccccc1)c1ccc(F)cc1Cl,-2,5,-2,-1,4,-3,10,-6,-2,-1
CCC1(C)Cc2c(sc3nnn(CC(=O)Nc4ccccc4)c(=O)c23)CO1 (stereo unspecified),6,-11,-1,3,-4,-1,5,-1,2,-1
COc1ccc(CC2(CO)COc3ccccc3C2=O)cc1 (stereo unspecified),10,-3,-2,-2,1,3,-6,1,-4,-2
CCc1c(C)sc(NC(=O)C2CC2)c1C(=O)OC(C)C,-7,-1,-7,10,-7,3,1,-7,0,-3
Cc1ccccc1C(=O)N1CCCC(N2CCN(Cc3ccc4c(c3)OCO4)CC2)C1 (stereo unspecified),8,6,-8,9,5,1,-5,-4,-7,2
Cc1ccc(CC(NC(=O)c2ccccc2)C(=O)NC(CC(C)C)C(=O)O)cc1 (stereo unspecified),0,0,3,-1,2,-9,-9,2,7,5
CCN1CCN(C(CNS(=O)(=O)c2ccccc2)c2cccnc2)CC1 (stereo unspecified),-8,4,-3,-10,8,-5,-1,1,1,1
CCc1ccc(NC(=O)C(=O)NCCN2CCN(C(=O)c3ccco3)CC2)cc1,2,-1,-7,2,-1,1,1,-4,4,-5
Cc1nn(C)c(C)c1S(=O)(=O)N(CC(=O)NCc1cccs1)c1ccc(C(C)C)cc1,3,-5,3,4,1,-2,-4,1,0,-1
Cc1n[nH]c(=S)n(/N=C/c2cccs2)c1=O,-10,2,1,-4,0,5,19*,-7,0,-4
Cc1ccc(N=Nc2c(C)[nH]n(-c3ccccc3)c2=O)cc1Br,-5,7,4,6,3,-2,0,3,0,-4
CN1CCN(/C=C2\SC(=S)NC2=O)CC1,-5,3,1,5,-2,0,-9,-4,-1,-2
CCN(CC)S(=O)(=O)c1cc(NC(=O)C(C)N2CCN(Cc3ccc4c(c3)OCO4)CC2)ccc1C (stereo unspecified),3,4,4,-9,4,1,-1,0,-6,1
CCCCc1ccc(NC(=S)N2CCCC(CO)C2)cc1 (stereo unspecified),-8,-1,-2,-3,3,-1,-2,1,-1,-1
O=C(Nc1sc2c(c1C(=O)NCc1cccnc1)CCCC2)c1ccco1,-1,-18,-2,-2,12,4,11,-6,2,3
Cn1c(=O)n(C)c2cc(CNc3ccc(N4CCOCC4)c(C(=O)O)c3)ccc21,-4,-5,7,9,1,0,-1,-2,0,0
C[C@H]1CN([C@@H](C)CO)C(=O)CCCn2nncc2CO[C@H]1CN(C)S(=O)(=O)c1ccc(-n2cccn2)cc1,-3,-2,0,3,8,-1,-6,16*,1,0
O=C(CSCC(=O)NC1CCCC1)Nc1ccccc1,4,0,6,1,-1,-1,7,3,1,-3
O=C(NC(C(=O)O)c1ccccc1)c1ccccc1 (stereo unspecified),15,11,3,5,5,1,6,-2,4,-2
C=CCS(=O)(=O)N1CCC(CCOc2ccccc2)(C(=O)OCC)CC1,-13,-11,-6,-3,-6,4,-4,1,-11,-2
O=C(NC(=S)N1CCCc2ccccc21)c1ccc(Br)cc1,-9,5,5,2,-4,2,3,5,1,1
CC(=O)c1ccc(NC(=O)C(C)n2nc(-c3ccccc3)c3cc(Cl)ccc32)cc1 (stereo unspecified),10,-24,-3,2,-4,12,-12,-1,4,1
Cc1ccc(-c2nnc(N3CCCCC3)c3ccccc23)cc1S(=O)(=O)N1CCN(C)CC1,4,1,-4,2,3,-3,0,-8,1,-5
C=CCOC(=O)C(=O)/C=C/c1ccc2c(c1)Cc1ccccc1-2,3,-78,-15,3,-4,7,-20,-9,33,4
COc1ccc(C2=NN(C(=O)CCC(=O)O)C(c3cccs3)C2)cc1OC (stereo unspecified),0,-6,7,-4,3,2,-5,1,1,2
Cn1ncc(Br)c1C(=O)NC12CC3CC(CC(C3)C1)C2,-4,4,-2,-1,3,-5,2,-1,-1,4
CCN(CC)CCOC(=O)C1(c2ccccc2)CCOCC1,9,-3,0,-4,-5,1,2,5,-1,1
COc1ccc(-c2cc(NC(=O)Cc3c[nH]c4ccccc34)ccc2N(C)c2cccnc2)cc1F,-4,/,20,-3,2,0,11,-3,16,7
CCCC(=O)Nc1nc2ccc(NC(=O)c3cccnc3)cc2s1,-4,-9,-3,1,2,-6,-14,-7,-2,-3
C=CCn1c(SCC(=O)Nc2ccccc2OC)nnc1-c1ccccn1,-3,-2,-16,5,0,1,-3,6,-2,2
COc1cc(NC(=O)C2=C(N3CCOCC3)/C(=C/c3ccc(Cl)cc3)CC2)cc(OC)c1OC,2,-4,-3,5,6,1,6,-4,6,-2
COc1ccc(-c2nc(C(=O)NCCCN3CCOCC3)cc3c2[nH]c2ccccc23)cc1OC,-2,-19,-1,-1,-2,-1,-23,-1,0,1
COc1ccc(NC(=O)c2cc(NC(=O)C3CCCCC3C(=O)O)ccc2N2CCOCC2)cc1 (stereo unspecified),-4,-3,9,-2,-6,-2,0,5,13,0
Cc1ccc(S(=O)(=O)N(CC(=O)Nc2cccc(N(C)S(C)(=O)=O)c2)c2ccc(Cl)c(Cl)c2)cc1,-9,-56,-44,9,0,1,-33,2,10,0
Cc1noc(C)c1NC(=O)N1C[C@H](O)COC[C@H]2O[C@@H](CC(=O)NCC3CCCCC3)CC[C@@H]21,3,/,-15,1,-2,-2,-10,13,0,8
NC(=O)c1cccc2c1C(=O)N(C1CCCCC1)C2,0,0,1,4,-2,1,-1,3,4,-2
Fc1cccc(CN2CCC(Cc3ccccc3)CC2)c1,21,5,14,-4,-4,-4,-6,4,1,-1
c1csc(CSc2nnc3sc4ccccc4n23)c1,-5,-9,-5,-2,1,0,-1,-3,1,-1
CCCS(=O)(=O)N1CCCC(c2nc(-c3ccc(OC)cc3)no2)C1 (stereo unspecified),1,4,-9,5,-4,0,-1,-2,-6,2
CCn1c(C)c(C(C)=O)c(N2CCN(c3cccc(Cl)c3)CC2)nc1=S,6,7,5,7,-2,-3,7,-1,0,10
O=C(Nc1ccon1)c1ccccc1Cl,-5,1,-18,-1,2,-5,-9,6,1,6
NS(=O)(=O)c1ccc(CCNC(=O)c2ccc(=O)[nH]c2)cc1,-18,0,-3,-7,0,2,3,-6,-2,-2
Cc1cccc(-n2c(O)c(C=NCCCN3CCOCC3)c3ccccc3c2=O)c1,1,0,5,-8,5,6,-1,2,-8,3
Cc1nc2ccc(NC(=O)[C@@H](NC(=O)c3c(F)cccc3F)C(C)C)cc2s1,6,-12,-4,1,-2,-2,2,-3,3,1
CC(=O)C1=C(O)C(=O)N(c2ccc(O)cc2)C1c1ccc([N+](=O)[O-])cc1 (stereo unspecified),-1,0,0,5,0,-1,4,-2,-3,-2
Cc1cc(C)n2nc(SCC(=O)N/N=C/c3cccc(Br)c3)nc2n1,8,8,-4,3,-4,1,-4,-7,-4,0
O=C(O/N=C/c1ccc2c(c1)OCO2)c1ccc([N+](=O)[O-])cc1,-15,5,-11,7,0,3,-7,-8,2,-2
Cc1cccc(OCCC(=O)Nc2ccc(C)c(S(=O)(=O)N3CCCCC3)c2)c1,-12,-39,-29,2,-2,0,-8,1,1,-1
Cn1cncc1C#Cc1ccc(N2C(c3ccsc3)=Cc3ccc(F)cc3C2c2c[nH]c3ccccc23)cc1 (stereo unspecified),-3,/,8,-2,-2,0,0,-1,15,-4
COc1ccc(OCc2nnc(SCC(=O)NC3CC3)n2C)cc1,4,3,1,10,4,2,0,-4,1,-6
CCOc1ccccc1N1CCN(S(=O)(=O)c2ccc(F)c(F)c2)CC1,-6,-4,-3,-1,1,0,1,-4,22,-4

# The list is partial; count on the stated rates, not on these rows.
